MLLE-PAM2 inh: blocks PAM2 peptide binding to the PABP1 MLLE domain; actives 0.36% (n = 360,000); inhibition, % at 20 µM; GST-MLLE / FITC-PAM2 fluorescence polarization; AID 588489; in the data active means inhibition above about 35%, passing the limit was not always enough;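 further: plate controls were DMSO wells with GST-MLLE for no effect and wells lacking GST-MLLE protein for full effect; some results filed as inactive read as strong as hits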
SKN-1 inh: blocks SKN-1 activity in C. elegans; inhibition, % at 21.8 µM; actives 0.49% (n = 360,000); AID 624304; C. elegans VP596 Pgst-4::GFP/RFP ratio, acrylamide-induced, 24 h;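 active means interference check ratio from 0.5 to 1.5 plus GFP to RFP signal ratio inhibition reaching or exceeding a fixed threshold, cut at about 30% in these data, passing the limit was not always enough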; further: some compounds called inactive have numbers as strong as hits
bovine MsrA act: bovine methionine sulfoxide reductase A activation | activation, % at 10.6 µM | purified bovine MsrA, absorbance read-out | actives 0.3% (n = 360,000); in the data active means activation above about 7.5%;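 further: 0% = vehicle and 100% = reference activator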
MsrA inh: inhibitors of bovine MsrA; purified bovine MsrA, absorbance read-out; inhibition, % at 15.5 µM; actives 0.75% (n = 360,000); AID 651718; in the data active means inhibition above about 4.5%;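 further: 0% = vehicle wells with enzyme and 100% = reference inhibitor wells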
FAS-TE inh: FAS thioesterase (human) inhibition | actives 0.67% (n = 360,000) | recombinant FAS-TE, OMFH fluorogenic substrate, fluorescence endpoint | P49327 | inhibition, % at 15 µM;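 active means compounds whose normalised, plate-corrected inhibition of enzyme fluorescence in the single-dose primary screen is 50% or more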;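 further: 0% = DMSO with enzyme and 100% = substrate without enzyme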
Target sequence (P49327 whole entry, looked up): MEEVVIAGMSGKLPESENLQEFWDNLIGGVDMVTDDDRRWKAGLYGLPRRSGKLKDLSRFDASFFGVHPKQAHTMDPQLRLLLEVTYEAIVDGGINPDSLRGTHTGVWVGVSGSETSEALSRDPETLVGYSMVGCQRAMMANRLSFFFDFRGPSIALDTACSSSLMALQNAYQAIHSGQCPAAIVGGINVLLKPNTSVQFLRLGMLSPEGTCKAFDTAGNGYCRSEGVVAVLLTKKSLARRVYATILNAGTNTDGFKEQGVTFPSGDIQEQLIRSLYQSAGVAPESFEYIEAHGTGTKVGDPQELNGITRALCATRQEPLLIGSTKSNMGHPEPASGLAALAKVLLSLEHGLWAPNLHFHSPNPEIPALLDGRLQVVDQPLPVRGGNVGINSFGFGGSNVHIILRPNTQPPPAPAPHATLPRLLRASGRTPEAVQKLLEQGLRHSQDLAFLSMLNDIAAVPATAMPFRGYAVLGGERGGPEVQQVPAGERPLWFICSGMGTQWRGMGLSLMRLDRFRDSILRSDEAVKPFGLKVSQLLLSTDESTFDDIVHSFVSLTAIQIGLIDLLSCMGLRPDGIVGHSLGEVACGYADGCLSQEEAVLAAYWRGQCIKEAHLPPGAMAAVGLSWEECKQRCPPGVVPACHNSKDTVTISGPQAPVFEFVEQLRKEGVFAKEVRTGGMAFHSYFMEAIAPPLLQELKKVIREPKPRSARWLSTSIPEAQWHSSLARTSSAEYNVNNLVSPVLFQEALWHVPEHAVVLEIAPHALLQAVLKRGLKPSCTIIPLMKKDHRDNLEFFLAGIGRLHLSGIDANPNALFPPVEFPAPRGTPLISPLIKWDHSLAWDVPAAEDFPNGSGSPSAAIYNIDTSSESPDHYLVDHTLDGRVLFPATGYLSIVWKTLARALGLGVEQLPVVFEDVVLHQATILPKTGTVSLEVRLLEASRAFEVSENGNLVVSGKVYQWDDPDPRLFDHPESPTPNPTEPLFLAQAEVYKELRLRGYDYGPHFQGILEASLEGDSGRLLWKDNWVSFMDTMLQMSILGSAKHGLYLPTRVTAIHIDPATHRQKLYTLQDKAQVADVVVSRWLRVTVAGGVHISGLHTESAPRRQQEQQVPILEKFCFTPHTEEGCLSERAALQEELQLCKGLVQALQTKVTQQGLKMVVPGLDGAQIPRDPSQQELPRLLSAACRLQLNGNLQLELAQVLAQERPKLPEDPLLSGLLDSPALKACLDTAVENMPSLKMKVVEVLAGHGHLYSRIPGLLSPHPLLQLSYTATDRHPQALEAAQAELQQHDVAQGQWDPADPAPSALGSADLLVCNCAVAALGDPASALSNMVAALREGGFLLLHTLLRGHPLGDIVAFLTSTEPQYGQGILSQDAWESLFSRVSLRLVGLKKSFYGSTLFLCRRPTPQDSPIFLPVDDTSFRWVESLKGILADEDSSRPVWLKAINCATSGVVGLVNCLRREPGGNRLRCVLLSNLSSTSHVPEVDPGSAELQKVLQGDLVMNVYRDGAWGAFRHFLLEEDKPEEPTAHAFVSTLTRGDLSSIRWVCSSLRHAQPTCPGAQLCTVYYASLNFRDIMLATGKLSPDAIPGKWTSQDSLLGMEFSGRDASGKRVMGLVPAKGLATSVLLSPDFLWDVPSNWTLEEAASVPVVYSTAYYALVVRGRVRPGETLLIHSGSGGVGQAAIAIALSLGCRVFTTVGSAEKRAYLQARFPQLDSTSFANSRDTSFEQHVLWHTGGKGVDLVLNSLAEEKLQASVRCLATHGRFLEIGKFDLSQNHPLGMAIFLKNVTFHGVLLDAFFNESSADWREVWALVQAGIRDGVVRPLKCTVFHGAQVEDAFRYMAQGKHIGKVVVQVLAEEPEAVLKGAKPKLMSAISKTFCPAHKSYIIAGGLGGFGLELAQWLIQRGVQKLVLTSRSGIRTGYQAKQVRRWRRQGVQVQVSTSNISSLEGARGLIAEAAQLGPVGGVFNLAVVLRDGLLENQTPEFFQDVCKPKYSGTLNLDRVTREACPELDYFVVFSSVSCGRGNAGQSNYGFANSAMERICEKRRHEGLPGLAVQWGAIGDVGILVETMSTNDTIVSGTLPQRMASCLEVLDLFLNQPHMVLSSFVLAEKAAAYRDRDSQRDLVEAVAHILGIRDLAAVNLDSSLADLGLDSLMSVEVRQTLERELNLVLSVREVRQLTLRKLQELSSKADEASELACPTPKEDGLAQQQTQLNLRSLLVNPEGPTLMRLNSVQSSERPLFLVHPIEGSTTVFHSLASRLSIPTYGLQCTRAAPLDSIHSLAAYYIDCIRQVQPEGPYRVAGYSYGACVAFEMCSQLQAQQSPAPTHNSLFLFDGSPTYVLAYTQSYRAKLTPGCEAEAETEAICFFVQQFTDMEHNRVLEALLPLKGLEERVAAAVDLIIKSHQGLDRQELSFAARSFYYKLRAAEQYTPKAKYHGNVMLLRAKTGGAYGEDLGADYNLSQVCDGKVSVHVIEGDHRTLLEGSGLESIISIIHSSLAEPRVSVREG
Tb MetRS inh: blocks T. brucei methionyl-tRNA synthetase activity | actives 0.4% (n = 360,000) | inhibition, % at 11.9 µM | purified T. brucei MetRS, ATP depletion, Kinase-Glo luminescence;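 active means inhibition above a per-plate cutoff of the control wells' mean inhibition plus 3 SD, cut at about 5.5% in these data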;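 further: 0% = DMSO wells median and 100% = median of wells with control inhibitor compound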
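Material – parasite MetRS enzyme · Medium – HEPES-MgCl2-KCl buffer plus DTT, spermine, BSA, pyrophosphatase · Reagent – ATP, methionine and E. coli bulk tRNA substrates · Times – 15 min enzyme-compound preincubation, 2 h reaction, 10 min detection, 25 °C · Measured by – luminescence of leftover ATP · Evaluation – percent inhibition relative to median high and low control wells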
MT1-MMP act inh: inhibitors of human MT1-MMP activation | GFP/RFP ratio change, % at 20 µM | actives 0.061% (n = 360,000) | AID 651647 | P50281 | HT1080 RFP-PRO-GFP cells, GFP/RFP ratio fluorescence, overnight; percent of plate control window, DMSO zero;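 active means GFP/RFP ratio change of at least 30% with cell ATP level not reduced by more than half and red fluorescence within 50% of control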; further: strong numbers were not always called active
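Assay system: RFP-PRO-GFP reporter HT1080 cells; read-out basis: GFP/RFP fluorescence ratio; benchmarks: DMSO wells and RFP-L50D-GFP cells; doses: 20 µM single dose, 1% DMSO; schedule: overnight cell settling, then overnight compound exposure, 37 °C, 5% CO2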
eLon inh: E. coli protease La inhibition; AID 602123; P0A9M0; purified E. coli Lon protease, fluorescence polarization; inhibition, % at 7.94 µM; actives 0.42% (n = 360,000); in the data active means inhibition above about 13%, passing the limit was not always enough;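 further: 0% = enzyme with probe and DMSO and 100% = no enzyme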
CendR NRP1 mod: modulators of CendR peptide binding to human neuropilin-1; actives 0.85% (n = 360,000); O14786; inhibition, % at 25 µM; FAM-RPARPAR peptide binding to NRP-1, fluorescence polarization;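 active means inhibition or corrected inhibition above about 18%, plus a signal ratio from 0.5 to 1.5, limit read from the data, passing the limit was not always enough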; further: strong numbers were not always called active
An asterisk follows results filed as active; . = no result given.

SMILES	MLLE-PAM2 inh	SKN-1 inh	bovine MsrA act	MsrA inh	FAS-TE inh	Tb MetRS inh	MT1-MMP act inh	eLon inh	CendR NRP1 mod
O=C(CCC(=O)Nc1ccc(Br)cc1)N/N=C/c1ccc(F)cc1	-2	10	-5	0.6	-2	3.5	4	7	-10
CCOc1ccc(C(=O)COC(=O)CN2C(=O)NC3(CCCCC3C)C2=O)cc1 (stereo not given)	0	-3	-10	-0.3	0	-0.1	1	3	-10
O=C(Cn1c(NCCCCl)nc2ccccc21)c1ccccc1	2	-8	3	0.2	-11	-0.4	0	16	31*
O=C(c1c(F)cccc1F)N(Cc1cccs1)C1CCCC1	-5	-8	-7	-0.2	6	-0.4	-2	-10	-3
CCOC(=O)N1CCN(c2c(N3CCc4ccccc4C3)c(=O)c2=O)CC1	9	-12	-2	1.1	-1	0.7	2	-5	-15
CN(CCNC(=O)c1ccc(CS(=O)(=O)c2c(Cl)cccc2Cl)o1)CCc1ccccc1	0	8	-1	-0.4	-1	-0.2	3	2	3
COc1cccc(C(=O)NCCS(=O)(=O)N2CCc3ccccc3C2)c1	-1	10	-2	1.3	1	-0.4	-3	-8	1
Cc1csc2nc(CNC(=O)C3CC=CCC3C(=O)O)cn12 (stereo not given)	-21	8	-1	0.1	-7	0.0	-2	-12	-14
CCCNC(=O)c1cccc(Br)c1	15	-7	-9	-0.2	-5	-0.3	2	0	1
CCOc1ccc(/C=N/Nc2cc(=O)n(C)c(=O)n2C)cc1	-8	4	0	2.6	-4	0.0	2	-4	-2
CCCC(=O)N1CCC1(C)C(=O)NS(=O)(=O)c1ccc(C#N)cc1 (stereo not given)	-4	4	-6	-1.5	-13	0.1	-2	2	22
COC(=O)c1cc(OC)c(OC)cc1NC(=O)c1ccc(C)o1	10	5	-4	.	0	-0.6	5	-5	-21
COc1ccc(C(=O)NNC(=O)c2ccncc2)cc1	12	-6	-13	1.0	-12	-1.1	7	-3	5
COc1ccc(C2=NN(C(=O)CSc3nnc(C)c(=O)n3N)C(c3ccco3)C2)cc1 (stereo not given)	-10	-5	-3	0.8	-4	0.3	2	-8	8
COc1ccc(C(=O)NCc2nnc(SCC(=O)N3CCc4ccccc43)n2CCc2ccccc2)cc1	-3	12	-3	-0.5	11	0.3	1	6	-4
Cc1cc(C)c(C)c(S(=O)(=O)N2CCN(C(=O)CCc3nc4ccccc4c(=O)[nH]3)CC2)c1C	6	-10	-1	-1.4	7	-0.3	-6	-1	-4
COc1ccc(N2CCN(C(C)C(=O)N(C)Cc3ccccc3)CC2)cc1 (stereo not given)	5	3	-9	1.6	-2	-0.8	-2	-1	9
COc1ccc2oc(C(=O)OCC(=O)NC3(C#N)CCCC3)c(C)c2c1	2	-12	-3	1.4	-2	-0.2	7	-1	10
COc1ccc(NC(=O)NCCCCc2ccccc2)c(OC)c1	11	1	-6	-0.6	1	0.3	6	-8	13
Cc1c(NS(=O)(=O)c2cccc([N+](=O)[O-])c2)c(=O)n(-c2ccccc2)n1C	2	13	-3	1.7	0	-1.1	1	-5	1

Given in markdown: twelve of the compounds above
| mol | MLLE-PAM2 inh | SKN-1 inh | bovine MsrA act | MsrA inh | FAS-TE inh | Tb MetRS inh | MT1-MMP act inh | eLon inh | CendR NRP1 mod |
| --- | --- | --- | --- | --- | --- | --- | --- | --- | --- |
| O=C(CCC(=O)Nc1ccc(Br)cc1)N/N=C/c1ccc(F)cc1 | -2 | 10 | -5 | 0.6 | -2 | 3.5 | 4 | 7 | -10 |
| CCOc1ccc(C(=O)COC(=O)CN2C(=O)NC3(CCCCC3C)C2=O)cc1 (stereo not given) | 0 | -3 | -10 | -0.3 | 0 | -0.1 | 1 | 3 | -10 |
| O=C(Cn1c(NCCCCl)nc2ccccc21)c1ccccc1 | 2 | -8 | 3 | 0.2 | -11 | -0.4 | 0 | 16 | 31* |
| O=C(c1c(F)cccc1F)N(Cc1cccs1)C1CCCC1 | -5 | -8 | -7 | -0.2 | 6 | -0.4 | -2 | -10 | -3 |
| CCOC(=O)N1CCN(c2c(N3CCc4ccccc4C3)c(=O)c2=O)CC1 | 9 | -12 | -2 | 1.1 | -1 | 0.7 | 2 | -5 | -15 |
| CN(CCNC(=O)c1ccc(CS(=O)(=O)c2c(Cl)cccc2Cl)o1)CCc1ccccc1 | 0 | 8 | -1 | -0.4 | -1 | -0.2 | 3 | 2 | 3 |
| COc1cccc(C(=O)NCCS(=O)(=O)N2CCc3ccccc3C2)c1 | -1 | 10 | -2 | 1.3 | 1 | -0.4 | -3 | -8 | 1 |
| Cc1csc2nc(CNC(=O)C3CC=CCC3C(=O)O)cn12 (stereo not given) | -21 | 8 | -1 | 0.1 | -7 | 0.0 | -2 | -12 | -14 |
| CCCNC(=O)c1cccc(Br)c1 | 15 | -7 | -9 | -0.2 | -5 | -0.3 | 2 | 0 | 1 |
| CCOc1ccc(/C=N/Nc2cc(=O)n(C)c(=O)n2C)cc1 | -8 | 4 | 0 | 2.6 | -4 | 0.0 | 2 | -4 | -2 |
| CCCC(=O)N1CCC1(C)C(=O)NS(=O)(=O)c1ccc(C#N)cc1 (stereo not given) | -4 | 4 | -6 | -1.5 | -13 | 0.1 | -2 | 2 | 22 |
| COC(=O)c1cc(OC)c(OC)cc1NC(=O)c1ccc(C)o1 | 10 | 5 | -4 | . | 0 | -0.6 | 5 | -5 | -21 |

Going on with the list.
SMILES	MLLE-PAM2 inh	SKN-1 inh	bovine MsrA act	MsrA inh	FAS-TE inh	Tb MetRS inh	MT1-MMP act inh	eLon inh	CendR NRP1 mod
CC(NC(=O)c1ccccc1Br)c1nnc(SCC(=O)NC2CCCCC2)n1C (stereo not given)	0	-4	-3	0.2	-5	-0.4	-4	3	5
Cc1ccc(NCc2ccccc2O)cc1	15	23	-2	-1.1	0	-0.3	7	3	-4
Cc1cc(C(=O)Cn2cnc3ccc(Cl)cc3c2=O)c(C)n1C1CC1	11	-14	-9	0.4	11	-0.5	1	14	5
COc1ccc(N2CCN(S(=O)(=O)c3cccc(C(F)(F)F)c3)CC2)cc1	11	1	-3	1.6	5	0.6	-2	0	-4
O=C(c1ccc(C(F)(F)F)cc1)N1CCN(c2ccc(N3CCOCC3)nn2)CC1	4	6	-1	0.7	-5	-0.2	0	6	3
O=C(c1cccc(-c2nnc(-c3ccccc3)o2)c1)N1CCCCC1	5	-6	-3	0.8	-3	-0.5	0	-2	-2
O=C(NCC(c1ccc(F)cc1)N1CCOCC1)c1cccc(Br)c1 (stereo not given)	-8	-28	-13	-1.1	-1	-1.5	-4	-5	4
Cc1ccc(OC2CCN(C(=O)[C@H]3O[C@@H](n4ccc(=O)[nH]c4=O)[C@H](O)[C@@H]3O)CC2)cc1	-5	6	0	0.1	-8	0.7	3	13	-2
CC1CC(C)CN(C(=O)COC(=O)CCCN2C(=O)c3cccc4cccc(c34)C2=O)C1 (stereo not given)	-34	29	-2	1.5	11	-0.1	2	-6	5
CC1CCN(C(=O)c2ccc(CSc3ccc(Cl)cc3)cc2)CC1	12	18	-3	-1.0	26	0.9	-7	6	10
Cc1cccc(N2CCN(C(=O)CNC(=O)Cc3ccccc3)CC2)c1C	-2	1	-11	-1.5	2	-0.7	3	0	0
COCCC(=O)N1CCc2c([nH]c3ccccc23)C1C(C)(C)C (stereo not given)	-5	6	-2	0.1	-1	-0.3	-13	0	9
CC(Sc1ccccc1F)C(=O)Nc1ccc2c(c1)OCCO2 (stereo not given)	-3	-4	-4	1.6	1	-0.3	-2	0	6
COc1ccc(/C=C(\C#N)C(=O)OCC(=O)Nc2ccc(-c3nc4ccc(C)cc4s3)cc2)cc1	-45	-8	-3	-0.5	4	0.0	-1	4	-22
Cc1ccc(S(=O)(=O)N(C)C)cc1NC(=O)COC(=O)/C(=C/c1ccc(F)cc1)c1cccs1	-6	4	0	0.2	36	-0.2	-5	-5	-9
CN(CC(=O)Nc1cccc(F)c1)CC(=O)Nc1ccc(Cl)cc1[N+](=O)[O-]	3	5	-1	0.7	-2	-0.1	1	-4	-4
Oc1ccc2ccccc2c1C=Nc1ccccc1-c1nc2ccccc2[nH]1	2	18	-6	1.6	31	-0.3	6	4	2
N/C(Cc1cccc2ccccc12)=N\OC(=O)Cc1cccs1	-5	5	-10	0.1	-5	-1.6	-3	9	-12
COc1ccc(CCCNC(=O)C2Cc3c(-c4cccc(NC(C)=O)c4)ccnc3O2)cc1 (stereo not given)	-1	12	-4	-0.1	-3	0.2	0	3	-4
Cc1ccccc1Nc1cccc2nonc12	-23	17	-2	-1.8	-36	0.4	-27	-48	-63
COc1ccc(OCC(=O)Nc2cccc(S(=O)(=O)N(C)c3ccccc3)c2)c([N+](=O)[O-])c1	-19	11	-2	-0.7	-3	-0.2	1	-1	-1
O=C(O)c1cccc(S(=O)(=O)N2CCc3ccccc3C2)c1	-5	2	-2	-0.7	-2	-1.2	3	5	-5
COc1ccccc1CNC(=O)CCS(=O)(=O)c1cccc2nonc12	9	-3	-2	0.2	-6	-0.3	3	-3	-1
CCN(CC)Cc1nc2c(c(=O)[nH]1)C1(CCCCC1)Cc1ccccc1-2	-11	6	-2	1.1	2	-1.6	2	-1	2
CN(CC(=O)Nc1ccccc1C(F)(F)F)C(=O)CSc1nnnn1C	7	8	-4	1.4	-3	-0.6	5	-5	18
CCOc1ncccc1C(=O)OCC(=O)NCCc1ccc(OC)cc1	13	-13	2	0.0	1	-0.7	-2	-14	3
C=CCN(C(=O)CNC(=O)c1ccco1)C(C(=O)NC1CCCCC1)c1cccnc1 (stereo not given)	-2	5	-1	0.1	-8	0.2	0	4	1
CCOC(=O)c1ccccc1NC(=O)COC(=O)CCC(=O)c1ccc(C)cc1	-62	-1	0	0.4	39	-0.2	3	-23	2
COc1ccccc1CNC(=O)C1CCC(CNC(=O)[C@@H]2Cc3ccccc3CN2)CC1 (stereo not given in full)	7	-6	-12	-0.5	-7	-0.8	2	-10	4
CCC(C)N(C(=O)Cn1nc(C)c([N+](=O)[O-])c1C)C1CCS(=O)(=O)C1 (stereo not given)	-4	8	-3	-1.1	-4	-0.2	2	0	8
CCN(C(=O)c1cc2cc(OC)ccc2oc1=O)c1cccc(C)c1	-8	10	-4	0.5	0	-0.3	-1	-1	-8
CC(NC(=O)Nc1cccc(Cl)c1)C(c1cccs1)N1CCCC1 (stereo not given)	6	7	-3	0.0	-9	-0.2	-2	-5	1
O=C(NCCN1CCOCC1)c1ccc2c(c1)N(Cc1ccccc1F)C(=O)c1ccccc1S2	11	-5	-4	-1.1	6	-0.3	-2	4	5
O=C(COc1ccc(F)cc1)c1c(O)cc(O)cc1O	-5	-4	-7	0.1	-4	-1.1	2	5	1
O=C(COc1ccccc1)NCC(=O)Nc1ccc(S(=O)(=O)NCc2ccco2)cc1	-9	8	0	-0.4	7	-0.7	1	-5	2
O=C(Nc1ccc2[nH]c(=O)[nH]c2c1)c1cc(F)c(F)cc1Cl	-13	-1	-4	0.1	-3	-0.2	2	4	-8
O=C(CCSCCc1ccccn1)Nc1ccc(Cc2ccncc2)cc1	8	5	-4	1.7	-7	0.0	-3	-7	8
O=C(CCl)N1N=C(c2cccs2)CC1c1ccco1 (stereo not given)	-20	-12	-15	2.9	-3	-0.5	-8	-6	-1
